From PubChem
LAP4 TOR yeast: modulators of LAP4-GFP expression in yeast, primary screen, S. cerevisiae, multiplex flow cytometry, MLPCN library; 3 h; median GFP as percent of DMSO wells; GFP response vs DMSO, % at 10 µM; AID 2023, 2009; 320,000 tested, 0.34% active;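 active means GFP response vs DMSO above a set limit, about the screen mean plus 3 SD, cut at about 150% in these data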
ZTA DNA inh: counter-screen for EBNA-1 inhibitors: inhibitors of Epstein-Barr virus ZTA. ZTA-DNA binding, fluorescence polarization. inhibition, % at 11 µM. 320,000 tested, 0.15% active. AID 2234; in the data active means inhibition above about 33%
MEP2 TOR yeast: modulators of MEP2-GFP levels in yeast, primary screen, S. cerevisiae, multiplex flow cytometry, MLPCN library | S. cerevisiae MEP2-GFP strain, 3 h; 100% = DMSO control level | GFP response vs DMSO, % at 10 µM | 330,000 tested, 0.51% active | AID 2016, 2009;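 active means GFP response versus DMSO above a set limit, roughly screen mean plus 3 SD, cut at about 180% in these data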;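 further: median GFP fluorescence of the barcode-gated MEP2-GFP cells per well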
AHR activator: AHR activators, primary screen, cell-based, luminescence, luciferase reporter, human; 320,000 tested, 2.5% active; activation, % at 5 µM; Aryl hydrocarbon receptor (Homo sapiens), P35869; AHR-responsive luciferase reporter cells; AID 2796, 2010; in the data active means activation above about 47%;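 further: 0% = vehicle wells and 100% = reference agonist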
procasp7 counter: procaspase-7 activators, primary screen, counter-screen for procaspase-3 activator project, biochemical, absorbance, HTS, human | 330,000 tested, 0.093% active | activation, % at 8.5 µM | recombinant procaspase-7, Ac-DEVD-pNA absorbance 405 nm; D23A/D198A/D206A triple mutant, cannot self-cleave; scale: DMSO 0, 5 µM enzyme 100 | Caspase-7 (Homo sapiens), P55210;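 active means percent activation above the screen-wide mean plus 3 SD, cut at about 25% in these data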
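System: Uncleavable procaspase-7 mutant enzyme; Amount: 2 µM procaspase-7 mutant as dispensed; Schedule: 1 h compound preincubation, 2 h substrate cleavage, 25 °C; Measured by: 405 nm absorbance of p-nitroaniline; Evaluation: percent activation from buffer-corrected 0–120 min absorbance change; Control set: low DMSO alone, high DMSO plus 5 µM PC-7.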
EBNA-1 inhibitor: EBNA-1 DNA-binding inhibitors, primary screen, biochemical, fluorescence polarization | inhibition, % at 14.8 µM | 300,000 tested, 0.34% active | AID 1950, 2009; in the data active means inhibition above about 28%
RPL19A TOR yeast: RPL19A-GFP expression modulators in yeast, primary screen, cell-based, S. cerevisiae, multiplex flow cytometry, MLPCN; S. cerevisiae RPL19A-GFP strain, 3 h; stronger effect = lower value; percent response vs DMSO, % at 10 µM; 330,000 tested, 0.3% active;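 active means percent response vs DMSO below 50%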;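 further: median channel GFP fluorescence of the barcoded RPL19A-GFP strain; ratio of sample median GFP to plate DMSO average so 100% = DMSO; lower means less RPL19A-GFP as with rapamycin TOR inhibition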
procasp3 activ: activators of human procaspase-3 D3A mutant, primary screen, biochemical, absorbance, PC-3 D3A mutant, single concentration; recombinant procaspase-3 D3A, Ac-DEVD-pNA absorbance 405 nm; activation, % at 8.5 µM; 330,000 tested, 0.11% active; AID 463141, 2010; Caspase-3 (Homo sapiens), P42574;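 active means activation above the mean of all tested compounds plus 3 SD, cut at about 21% in these data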;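 further: 0% = DMSO alone and 100% = DMSO wells spiked with extra 5 µM PC-3 D3A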
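Assay system: Procaspase-3 D3A mutant, all three cleavage aspartates alanine. Buffer or medium: Zinc-free HEPES saline buffer with Triton X-100. Times: 1 h compound preincubation, 2 h substrate hydrolysis at 25 °C. Measured by: 405 nm absorbance of p-nitroaniline, reads at 0 and 120 min. Read-out basis: percent activation relative to control range. Replicates: singlicate.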
Starred values were filed as active, the others as inactive; nt = no result given; [ ] = remark or other dose.

SMILES	LAP4 TOR yeast	ZTA DNA inh	MEP2 TOR yeast	AHR activator	procasp7 counter	EBNA-1 inhibitor	RPL19A TOR yeast	procasp3 activ
CCOc1cc(S(=O)(=O)n2ccc(C)n2)ccc1Br	104	3	99	2	-10	-15	99	1
CCC(=O)N/N=C/c1ccc(OS(=O)(=O)c2ccccc2)cc1	117	-8	144	3	-5	-1	109	3
Cc1ccc2nc(SC(C)C(=O)N3CCOCC3)[nH]c2c1 (stereo not given)	97	6	95	50*	3	-10	92	3
Cc1ccc(C)c(NS(=O)(=O)c2cc(C(=O)NCC3CCCO3)ccc2C)c1 (stereo not given)	77	-5	98	4	4	2	102	7
O=C(C1=C(O)C(=O)N(c2ccccc2)C1c1ccc([N+](=O)[O-])cc1)c1cccs1 (stereo not given)	105	-16	107	0	-12	-9	105	7
CCN(CC(=O)NCc1cccs1)S(=O)(=O)c1ccc(NC(C)=O)cc1	98	-5	90	4	-5	-4	88	-1
COCCn1nnnc1C(C(C)C)N1CCCC(C)C1 (stereo not given)	89	-3	91	1	-2	13	90	-10
O=C(O)c1cc(N/N=C/c2ccc(-c3ccc(F)cc3)o2)ccc1Cl	106	8	102	38	-4	9	93	-7
CCSc1nnc(NC(=O)Nc2cccc(C)c2)s1	118	-2	98	23	2	4	99	9
CNc1c(NS(=O)(=O)c2ccc(CC(C)C)cc2)c(=O)oc2ccccc12	93	-4	105	-1	2	-10	103	-6
NC(=O)CSc1nc2sc3c(c2c2ncnn12)CCCC3	99	38*	102	1	-3	-4	89	5
CCc1ccc(NC(=O)Cn2nc(C)c([N+](=O)[O-])c2C)cc1	97	1	106	5	7	4	104	-8
CS(=O)(=O)NNC(=O)c1cc2cc3ccccc3nc2s1	86	12	100	11	5	-2	83	4
Cc1cc(C)c2c(=O)n(CC(=O)N3CCC(N4CCCCC4)CC3)sc2n1	104	17	93	-2	-21	3	91	-24
O=C(c1cccs1)N1CCCC(c2nc3c(nnn3Cc3ccccc3)c(=O)[nH]2)C1 (stereo not given)	88	-10	102	7	4	-10	98	6
CC(=O)NNS(=O)(=O)c1scc(S(=O)(=O)c2ccc(Cl)cc2)c1C	94	2	101	2	-5	2	104	11
CCCn1c(NCc2c[nH]c3ccccc23)nc2ccccc21	95	-10	99	24	2	1	99	-1
COc1ccccc1NC(=O)CSc1nncn1-c1ccccc1	133	-23	141	5	-20	-3	87	5
CC1(C)Cc2c(C#N)c(NCCc3ccccc3)nc(-c3ccco3)c2CO1	90	7	92	6	-20	11	89	8
Cc1ccnc2nc(C(=O)OCC(=O)c3ccccc3)nn12	94	nt	105	1	0	nt	99	-1

4 of the compounds above, field by field.
CS(=O)(=O)NNC(=O)c1cc2cc3ccccc3nc2s1
  LAP4 TOR yeast: 86
  ZTA DNA inh: 12
  MEP2 TOR yeast: 100
  AHR activator: 11
  procasp7 counter: 5
  EBNA-1 inhibitor: -2
  RPL19A TOR yeast: 83
  procasp3 activ: 4

Cc1cc(C)c2c(=O)n(CC(=O)N3CCC(N4CCCCC4)CC3)sc2n1
  LAP4 TOR yeast: 104
  ZTA DNA inh: 17
  MEP2 TOR yeast: 93
  AHR activator: -2
  procasp7 counter: -21
  EBNA-1 inhibitor: 3
  RPL19A TOR yeast: 91
  procasp3 activ: -24

O=C(c1cccs1)N1CCCC(c2nc3c(nnn3Cc3ccccc3)c(=O)[nH]2)C1 (stereo not given)
  LAP4 TOR yeast: 88
  ZTA DNA inh: -10
  MEP2 TOR yeast: 102
  AHR activator: 7
  procasp7 counter: 4
  EBNA-1 inhibitor: -10
  RPL19A TOR yeast: 98
  procasp3 activ: 6

CC(=O)NNS(=O)(=O)c1scc(S(=O)(=O)c2ccc(Cl)cc2)c1C
  LAP4 TOR yeast: 94
  ZTA DNA inh: 2
  MEP2 TOR yeast: 101
  AHR activator: 2
  procasp7 counter: -5
  EBNA-1 inhibitor: 2
  RPL19A TOR yeast: 104
  procasp3 activ: 11

Following part.
SMILES	LAP4 TOR yeast	ZTA DNA inh	MEP2 TOR yeast	AHR activator	procasp7 counter	EBNA-1 inhibitor	RPL19A TOR yeast	procasp3 activ
COCCn1nnnc1C(c1ccc(OC)cc1)N1CCN(c2ccccc2F)CC1 (stereo not given)	119	16	110	-1	11	-4	113	11
Cc1ccc(SCc2noc(C(=O)NC(C)C)c2C(=O)O)cc1C	nt	11	nt	0	7	1	nt	9
Cc1ccccc1CC1S/C(=N/N=C/c2ccco2)NC1=O (stereo not given)	97	4	100	3	1	-5	100	-3
Cn1cnnc1SCC(=O)Nc1sc2c(c1C#N)CCCCC2	93	1	99	26	0	-3	97	-5
Cc1ccc(N2CC(C(=O)NCCCn3ccnc3)CC2=O)cc1 (stereo not given)	100	14	102	4	8	4	104	-1
COc1ccc(S(=O)(=O)N2CCCc3ccccc32)cc1[N+](=O)[O-]	97	-24	102	0	11	-12	100	5
O=C(c1ccccc1F)n1c2c(c3ccccc31)CCCC2	97	3	105	2	2	0	103	7
O=C(NCCCn1ccnc1)c1ccc(COc2ccccc2)o1	102	-22	102	15	4	-2	100	0
COC(=O)c1c(NC(=O)Cc2cccs2)sc(C(=O)NC2CCCCC2)c1C	99	6	106	12	6	-1	102	-3
O=C(OCc1nc2ccc(Cl)cc2n1CCO)c1ccc2c(c1)OCO2	101	-6	115	12	3	-4	94	3
Cc1sc(-c2ccccn2)nc1OC(=O)c1ccc(F)cc1F	126	9	87	1	-15	5	102	-9
CCOC(=O)N1CCc2c(sc(NC(=O)CCS(=O)(=O)c3ccccc3)c2C(N)=O)C1	101	-26	97	-2	-9	-13	95	-4
CCNc1nc(NC(C)C)nc(Oc2ccc(OCCOc3ccc(C)cc3)nn2)n1	92	3	94	2	-5	-6	93	-5
CC(C)(C)C(=O)NC(=S)NNC(=O)c1ccc(Cl)cc1Cl	148	6	108	3	-16	3	106	4
O=C(CSc1nnc(-c2ccccc2O)o1)Oc1ccc(Br)cc1	106	5	99	5	-9	-4	106	-6
Fc1ccccc1-c1n[nH]c(=S)n1/N=C/c1c[nH]c2ccccc12	106	-2	104	9	-16	2	98	-10
COCc1nnc(NC(=O)C2CC(=O)N(CCc3ccc(F)cc3)C2)s1 (stereo not given)	101	11	102	29	-7	1	102	4
CC/C(=N\NC(=O)C(N)=O)c1ccccc1O	103	-1	110	1	4	-2	103	-1
O=C(NC(=S)Nc1ccccc1N1CCCCC1)c1ccco1	89	-2	106	15	-7	-3	108	2
Cc1ccc(S(=O)(=O)NC(=O)NC(C)Cc2ccccc2)cc1 (stereo not given)	106	1	90	1	6	5	98	8

Brought forward from above: 4 compounds, followed by the next part.
SMILES	LAP4 TOR yeast	ZTA DNA inh	MEP2 TOR yeast	AHR activator	procasp7 counter	EBNA-1 inhibitor	RPL19A TOR yeast	procasp3 activ
COCc1nnc(NC(=O)C2CC(=O)N(CCc3ccc(F)cc3)C2)s1 (stereo not given)	101	11	102	29	-7	1	102	4
CC/C(=N\NC(=O)C(N)=O)c1ccccc1O	103	-1	110	1	4	-2	103	-1
O=C(NC(=S)Nc1ccccc1N1CCCCC1)c1ccco1	89	-2	106	15	-7	-3	108	2
Cc1ccc(S(=O)(=O)NC(=O)NC(C)Cc2ccccc2)cc1 (stereo not given)	106	1	90	1	6	5	98	8
CCN1CCN(Cc2ccc(NC(=O)c3ccc(C)c(NC(=O)c4cccc(-c5cn[nH]c(=O)c5)c4)c3)cc2C(F)(F)F)CC1	100	0	104	3	-15	0	99	8
COCCNC(=O)c1ccccc1NC(=O)CSc1ccc(C)cc1	105	-4	101	5	9	-18	101	6
CSc1nc2ccc(NS(=O)(=O)c3ccc(CNC(C)=O)cc3)cc2s1	93	5	100	0	-4	nt	93	-2
NC(=O)Cn1nc(C(F)(F)F)c2c1CCCC2	105	-11	106	0	2	-7	107	8
Cc1cc(=O)[nH]c2ccc(S(=O)(=O)N3CCOCC3)cc12	70	-21	94	2	-2	6	107	2
CCOC(=O)N1CCC(NC(=O)c2cc3sccc3n2CC)CC1	105	17	102	3	1	9	98	-14
CC(=O)Nc1ccc(NS(=O)(=O)c2ccccc2)c2ccccc12	91	-6	104	4	-11	-13	103	3
CCCC(=O)NC(=S)Nc1ccccc1C(F)(F)F	103	5	102	-3	9	2	103	-7
CCOC(=O)c1sc(NC(=O)CSc2nnc(-c3ccc(OC)cc3)n2CCOC)nc1C	106	-7	108	1	5	-6	103	4
O=C(O)CCn1[nH]c(=O)ccc1=O	106	3	103	2	2	-1	111	-1
CC(C)OC(=O)/C(=C\c1ccccc1)NC(=O)c1ccccc1	108	-2	90	4	8	-10	96	3
Brc1ccc(CSc2ccc(-c3ccco3)nn2)cc1	97	6	91	0	-8	-11	90	-2
CCCOc1ccc(CN(C(=O)c2cccc(OC)c2)C2CCS(=O)(=O)C2)cc1 (stereo not given)	102	-3	100	5	9	7	100	-3
Cc1ccccc1N1C(=O)C(Oc2ccc(Cl)cc2)C1CNCC1CCCO1 (stereo not given)	93	-5	106	-1	1	-1	100	7
N#C/C(C(=O)c1ccccc1)=C1/CCCCCN1	106	-6	98	-1	13	-4	99	-3
CCc1nc(SCC(=O)c2ccc3c(c2)OCCO3)c2ccccc2n1	113	8	94	3	-45	10	103	-40
CCc1ccc(S(=O)(=O)NCC2(N3CCOCC3)CCCCC2)cc1	103	14	99	4	9	nt	100	5
CC1CC(OCC(O)C[N+]2(C)CCOCC2)CC(C)(C)C1 (stereo not given)	102	-16	101	0	-13	-4	101	-10
O=C(CN1C(=O)S/C(=C\c2ccc(F)cc2)C1=O)NCCCn1ccnc1	62[may fluoresce violet]	0	154[may fluoresce violet]	7	-7	5	18*[may fluoresce violet]	-3
COc1cccc(NC(=S)N(CCc2c(C)[nH]c3ccc(C)cc23)Cc2cccs2)c1	99	4	106	14	-5	4	96	4
Cc1ccc2cc3cc(C(=O)NC4CCCCC4)oc3nc2c1	86[may fluoresce violet]	1	126[may fluoresce violet]	2	2	-5	29*[may fluoresce violet]	-1
COCCCN1C(=O)c2ccc(C(=O)NCc3ccccn3)cc2C1=O	104	-1	101	2	13	-4	102	4
COc1ccc(S(=O)(=O)N2CCCOC2CNC(=O)C(=O)NCc2ccccc2F)cc1C (stereo not given)	91	7	88	2	-5	11	96	-4

Structures listed so far marked active in RPL19A TOR yeast.
canonical_smiles	LAP4 TOR yeast	MEP2 TOR yeast	AHR activator	EBNA-1 inhibitor	RPL19A TOR yeast	procasp3 activ
O=C(CN1C(=O)S/C(=C\c2ccc(F)cc2)C1=O)NCCCn1ccnc1	62[may fluoresce violet]	154[may fluoresce violet]	7	5	18*[may fluoresce violet]	-3
Cc1ccc2cc3cc(C(=O)NC4CCCCC4)oc3nc2c1	86[may fluoresce violet]	126[may fluoresce violet]	2	-5	29*[may fluoresce violet]	-1
